Source: PubChem
Tn7 DDE FP: inhibitors of Tn7 peptide binding to human fibrin DD(E). P02675. 0.13% of 370,000 active. FP displacement of FITC-Tn7 peptide from fibrin DD(E); 0% = median of compound wells per plate. inhibition, % at 8.3 µM;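 active = inhibition above the mean of compounds falling within the control limits plus 3 SD of them, cut at about 14% in these data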;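 also: 0% = plate median of compound wells and 100% = 10 µM Aha-Tn7 peptide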
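Assay system: human fibrin DD(E) protein / Input: 2 µM fibrin DD(E) / Benchmarks: high control of 10 µM Aha-Tn7 peptide / Measured by: fluorescence polarization of the labelled Tn7 tracer / Medium: Tris buffer with calcium and detergent, pH 7.8 / Timing: 10 min compound pre-incubation, 3 h probe incubation at room temperature / Repeats: one replicate per compound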
SIAE inh: blocks human sialic acid acetylesterase | inhibition, % at 9.66 µM | 0.69% of 370,000 active | AID 1053197 | Q9HAT2 | SIAE FP-Rh probe binding, fluorescence polarization;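 active = inhibition above a cutoff: mean of compounds within the control limits plus 3 SD of those, cut at about 17% in these data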;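 also: 0% = plate median of compound wells and 100% = probe without SIAE protein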
PRMT1 FP inh: blocks human protein arginine methyltransferase 1; inhibition, % at 2.79 µM; 1.3% of 370,000 active; recombinant PRMT1, activity-based probe fluorescence polarization;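 active = inhibition above about 21% made by adding two undisclosed values, limit read from the data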
TDP2 absorb: TDP2 (human) inhibition, absorbance primary screen. AID 720702. recombinant TDP2, T5PNP hydrolysis, p-nitrophenol absorbance 415 nm. inhibition, % at 12.8 µM. 0.34% of 370,000 active. O95551;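 active = inhibition above the mean of all tested compounds plus 3 SD, set per campaign, cut at about 25% in these data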;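 also: 0% = DMSO with enzyme and 100% = buffer with substrate but no TDP2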
Target sequence (O95551 whole entry, looked up): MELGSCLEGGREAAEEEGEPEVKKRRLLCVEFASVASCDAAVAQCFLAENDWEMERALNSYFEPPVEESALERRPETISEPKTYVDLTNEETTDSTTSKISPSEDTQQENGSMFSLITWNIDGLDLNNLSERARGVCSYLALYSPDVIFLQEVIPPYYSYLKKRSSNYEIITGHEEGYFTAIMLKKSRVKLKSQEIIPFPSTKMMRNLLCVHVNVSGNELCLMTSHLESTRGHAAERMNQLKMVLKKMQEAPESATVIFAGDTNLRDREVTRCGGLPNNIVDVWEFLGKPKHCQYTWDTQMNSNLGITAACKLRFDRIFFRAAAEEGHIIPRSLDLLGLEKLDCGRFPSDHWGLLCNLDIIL
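System – recombinant human TDP2 · Quantity – TDP2 enzyme at 120 nM final · Doses – single concentration, 12.8 µM nominal, with 1% DMSO · Incubation – 2 h at 37 °C · Measured by – epi absorbance of p-nitrophenol freed from T5PNP by hydrolysis · Read-out – % inhibition relative to enzyme-containing and enzyme-free wells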
KLK7 zymogen act: activates the human kallikrein-7 zymogen; activation, % at 7 µM; P49862; 0.9% of 370,000 active; purified proKLK7, EDANS-DABCYL substrate fluorescence; 100% is mature enzyme control, 0% vehicle;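 active = activation above the mean of all tested compounds plus 3 SD, computed per campaign excluding outliers beyond control limits, cut at about 13% in these data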
Target sequence (P49862 whole entry, looked up): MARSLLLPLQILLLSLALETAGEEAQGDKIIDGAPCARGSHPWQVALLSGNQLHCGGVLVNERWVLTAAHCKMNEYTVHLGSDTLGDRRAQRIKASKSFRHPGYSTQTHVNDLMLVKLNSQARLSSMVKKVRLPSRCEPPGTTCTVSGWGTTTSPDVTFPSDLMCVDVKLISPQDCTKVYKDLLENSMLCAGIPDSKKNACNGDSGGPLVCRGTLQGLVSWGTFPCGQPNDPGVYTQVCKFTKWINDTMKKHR
TCR-CD3 inh: blocks the human TCR-CD3 interaction | inhibition, % at 9.4 µM | TAMRA-labeled TCR probe fluorescence, biochemical | 0.37% of 360,000 active; in the data active = inhibition above about 19%;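 also: recombinant mutant TCR 2C K166C tagged with TAMRA read by polarization; 0% = receptor in buffer alone and 100% = receptor with positive control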
MBD2 DNA inh: MBD2-methylated oligo binding inhibition | Q9UBB5 | TR-FRET, MBD2 binding to methylated oligonucleotide | inhibition, % at 4.4 µM | 0.31% of 370,000 active; in the data active = inhibition above about 13%
Target sequence (Q9UBB5 whole entry, looked up): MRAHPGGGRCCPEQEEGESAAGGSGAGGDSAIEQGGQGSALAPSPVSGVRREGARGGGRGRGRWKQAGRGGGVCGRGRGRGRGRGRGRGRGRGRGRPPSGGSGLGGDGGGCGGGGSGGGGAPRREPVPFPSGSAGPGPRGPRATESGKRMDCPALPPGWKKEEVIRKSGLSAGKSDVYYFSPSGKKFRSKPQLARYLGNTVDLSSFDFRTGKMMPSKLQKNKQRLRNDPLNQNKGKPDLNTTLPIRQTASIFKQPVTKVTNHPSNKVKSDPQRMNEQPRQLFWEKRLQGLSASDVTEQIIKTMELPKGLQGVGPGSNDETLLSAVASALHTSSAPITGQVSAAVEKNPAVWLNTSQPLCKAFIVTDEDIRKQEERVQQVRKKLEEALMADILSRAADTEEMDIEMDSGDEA
LEDGF integ inh: blocks HIV-1 LEDGF/p75-dependent DNA integration | inhibition, % at 3.7 µM | 0.64% of 370,000 active | TR-FRET IN-LEDGF/p75 DNA integration, Eu/Cy5;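 active = inhibition above the screen-wide mean plus 3 SD, cut at about 13% in these data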;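 also: signal is the Cy5 over europium emission ratio at 671 and 618 nm; 0% = plate median of compound wells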
UHRF1 binding: UHRF1 methyl-DNA binding inhibition; 0.75% of 370,000 active; UHRF1 binding to methylated oligo, TR-FRET; inhibition, % at 4.4 µM; Q96T88; in the data active = inhibition above about 21%;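 also: UHRF1 SRA domain binding a hemimethylated CpG hairpin DNA probe; 0% = median of test compound wells and 100% = reference inhibitor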
Tn6 DDE FP: inhibitors of Tn6 peptide binding to human fibrin DD(E) | Fibrin DD(E) TRITC-Tn6 fluorescence polarization displacement | inhibition, % at 8.3 µM | 0.21% of 370,000 active;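 active = inhibition above a per-campaign cutoff: mean of compounds within control limits plus 3 SD, cut at about 15% in these data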;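 also: 0% = median of all compound wells on the plate and 100% = blocking peptide control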
Numbers without * were called inactive.

Tn7 DDE FP,Structure,SIAE inh,PRMT1 FP inh,TDP2 absorb,KLK7 zymogen act,TCR-CD3 inh,MBD2 DNA inh,LEDGF integ inh,UHRF1 binding,Tn6 DDE FP
2,COc1ccccc1-c1cc(C(F)(F)F)nc(NCc2ccco2)n1,5,2,-6,0.1,-1,-5,0,-1,-6
16*,Cn1c(=O)c(Nc2ccc(O)cc2)c2c3c(cccc31)C(=O)c1ccccc1-2,26*,105*,7,0.4,16,-1,8,-14,3
-3,CN(Cc1ccccc1)C(=O)c1ccccc1N(C)S(=O)(=O)c1ccccc1,1,-1,-4,0.1,3,-5,1,-2,5
5,O=C(NCc1ccccc1Cl)[C@H]1CCCN1C(=O)[C@H]1CCCN1C(=O)c1cccc2ccccc12,2,-1,-8,0.1,-6,5,-5,-2,1
6,CCOC(=O)c1c(NC(=O)CS(=O)(=O)c2cn(CC)c3ccccc23)sc2c1CCCCC2,-14,6,1,-1.4,6,10,-2,7,-12
2,CC(=O)Cc1nsc(NC(=O)c2ccc(F)cc2)n1,6,0,0,0.7,8,-4,7,0,-1
-5,Cc1cccc(NC(=S)Nc2cccc3ccccc23)c1,17,5,25*,-11,-1,-2,8,-4,-7
-2,CCN(CC)C(=O)C1CCCN(C(=O)c2cc(COc3ccc4ncccc4c3)on2)C1 (stereo not given),2,-4,-14,0.4,1,-3,0,2,6

2 records picked at random from the list so far, as already listed:
Tn7 DDE FP,Structure,SIAE inh,PRMT1 FP inh,TDP2 absorb,KLK7 zymogen act,TCR-CD3 inh,MBD2 DNA inh,LEDGF integ inh,UHRF1 binding,Tn6 DDE FP
-2,CCN(CC)C(=O)C1CCCN(C(=O)c2cc(COc3ccc4ncccc4c3)on2)C1 (stereo not given),2,-4,-14,0.4,1,-3,0,2,6
16*,Cn1c(=O)c(Nc2ccc(O)cc2)c2c3c(cccc31)C(=O)c1ccccc1-2,26*,105*,7,0.4,16,-1,8,-14,3

Limited to Tn7 DDE FP, TCR-CD3 inh and SIAE inh (three entries from above):
Molecule | Tn7 DDE FP | TCR-CD3 inh | SIAE inh
CCN(CC)C(=O)C1CCCN(C(=O)c2cc(COc3ccc4ncccc4c3)on2)C1 (stereo not given) | -2 | 1 | 2
CN(Cc1ccccc1)C(=O)c1ccccc1N(C)S(=O)(=O)c1ccccc1 | -3 | 3 | 1
Cn1c(=O)c(Nc2ccc(O)cc2)c2c3c(cccc31)C(=O)c1ccccc1-2 | 16* | 16 | 26*

Going on with the list:
Tn7 DDE FP,Structure,SIAE inh,PRMT1 FP inh,TDP2 absorb,KLK7 zymogen act,TCR-CD3 inh,MBD2 DNA inh,LEDGF integ inh,UHRF1 binding,Tn6 DDE FP
0,Cc1ccc(S(=O)(=O)N2CCC(=O)N(C(COCc3ccccc3)C(C)C)CC2)cc1 (stereo not given),1,-2,2,0.7,2,3,-1,-2,4
2,N=c1c(C(=O)NC2CCCC2)cc2c(=O)n3ccccc3nc2n1C1CCCCC1,3,2,-11,-4.5,-3,1,-5,4,9
7,Cc1ccc(C)c(OCCC(=O)OCC(=O)NCCNC(=O)COC(=O)CCOc2cc(C)ccc2C)c1,-3,0,14,0.5,-6,1,1,-2,7
4,COc1ccc(C)cc1NC(=O)C(=O)c1cn(CC(=O)N2CCCC2)c2ccccc12,-43,-1,-6,-3.2,5,4,1,-1,15
5,CCCn1c(=O)c2[nH]c(-c3ccc(OCC(=O)Nc4ccc(C#N)cc4)cc3)nc2n(CCC)c1=O,-3,-5,3,0.1,10,-5,1,0,-7
-5,Cc1ccccc1Cn1c(=O)n(CCCC(=O)NCc2ccco2)c(=O)c2sccc21,-4,0,-1,-0.4,8,-2,0,1,-12
1,CC(=O)Oc1ccccc1N(C(C)=O)S(=O)(=O)c1ccc2ccccc2c1,6,1,-4,0.4,-3,0,-3,4,8
-3,CCCOc1cccc(C(=O)N(Cc2ccc(OC)c(OC)c2)C2CCS(=O)(=O)C2)c1 (stereo not given),-5,0,-8,-0.7,2,-5,-1,0,8
-2,CC1CCCN(C/C=C/c2ccccc2[N+](=O)[O-])C1 (stereo not given),3,-2,-7,-0.1,2,-3,0,6,3
-6,CCCCCC(=O)Nc1cc(S(=O)(=O)N2CCOCC2)ccc1N1CCN(C)CC1,-3,3,-3,-0.2,-4,5,-3,3,3
2,O=C(CCS(=O)(=O)c1cccc2nsnc12)N1CCN(c2ccccc2F)CC1,4,1,-5,0.2,4,0,-1,0,-3
2,O=S(=O)(c1cccc2ccccc12)N1CCC2CC1c1cc(-c3ccc(F)cc3)ccc12 (stereo not given),-8,3,8,0.7,1,-2,-2,-1,1
5,NC(=O)c1oc2ccccc2c1NC(=O)C1CCCCC1,0,2,-13,0.1,-8,1,2,2,-1
-2,Cc1ccc(-c2nc(CS(=O)CC(=O)NCCN3CCCCCC3)c(C)o2)cc1 (stereo not given),-1,0,14,-0.5,-5,0,0,-1,-8
9,CC(=O)N1CN(C2CCCC2)Cc2c1sc1c2CCCC1,-2,0,-4,-0.1,2,-7,-6,-2,8
1,O=C(COC(=O)c1cc(=O)[nH]c(=O)[nH]1)Nc1cccc(S(=O)(=O)N2CCOCC2)c1,-1,-1,19,-0.2,3,5,-4,0,0
-7,Cc1ccc(OCC(=O)Nc2ccccc2C(N)=O)cc1,-5,-1,-25,-0.4,-9,-2,3,5,-5
1,COc1ccc(N2CCN(C(=O)c3ccc(CSc4ccccc4)cc3)CC2)cc1,1,2,-10,0.2,3,1,-3,4,6
4,CC(=O)NC12CC3CC(C1)CC(C(=O)N1CCN(S(=O)(=O)c4ccc(C(C)C)cc4)CC1)(C3)C2,9,2,0,0.0,-11,8,-2,5,-2
8,CCn1c(SCC(=O)NC2CC2)nnc1-c1ccccn1,-15,1,1,-0.2,3,-6,-1,1,3
3,O=C(Cc1ccc(Br)cc1)NC1CCCc2ccccc21 (stereo not given),-16,0,-6,0.5,9,-1,0,0,1
-3,Cc1cc(N2CCN(C(C(=O)NC3CCCC3)c3ccc(F)cc3)CC2)c2ccccc2n1 (stereo not given),1,-1,-3,0.0,4,-2,-4,-1,-1
8,CCn1c(SCC(=O)Nc2ccc(N3CCOCC3)cc2)nnc1-c1ccco1,12,0,0,0.1,6,-5,-3,-1,1
-5,CC(Sc1nc2cc([N+](=O)[O-])ccc2n1-c1cccc(C(F)(F)F)c1)C(=O)NC(N)=O (stereo not given),2,0,-3,0.3,-3,3,2,95*,-4
0,CSCCC(NC(=O)c1cc(S(=O)(=O)N2CCOCC2)ccc1F)c1nc2ccccc2[nH]1 (stereo not given),0,-1,5,0.2,0,-1,-1,-2,-4
2,O=c1oc2cc(OCc3c(F)cccc3Cl)ccc2cc1-c1ccccn1,2,0,11,-5.9,-7,4,0,-4,0
-3,C=CCNC(=S)NNc1nc(Nc2ccccc2)nc(N2CCCCC2)n1,3,0,6,-0.9,1,-5,1,0,1
-1,CCC1(C)Cc2ccccc2C(Nc2c(C)n(C)n(-c3ccccc3)c2=O)=N1 (stereo not given),1,0,5,0.5,3,-3,1,-2,6
4,Cc1ccccc1C(=O)N1CCC(C(=O)NCc2ccc(Cl)cc2)CC1,-2,1,6,0.9,8,1,5,-2,-3
2,COc1ccc(N(CC(=O)Nc2cc(C)ccc2C)S(=O)(=O)c2ccccc2[N+](=O)[O-])c(OC)c1,1,-2,5,-0.4,-4,1,3,0,5
0,CCOc1ccc(CN2CCN(S(=O)(=O)c3ccc(NC(C)=O)cc3)CC2)cc1,1,6,-10,0.6,-4,0,-2,5,-6
5,CN(C(=O)CCNC(=O)Cn1cnc2ccccc2c1=O)c1ccccc1F,-2,-1,12,0.4,3,-1,-2,0,1
1,Cc1nc(SCC(=O)NC2CCS(=O)(=O)C2)c2c(C)c(C)sc2n1 (stereo not given),2,4,2,0.4,-1,6,-2,-2,1
-3,CC(C)(C)OC(=O)N1CCC(Cc2cc(-c3cccnc3)no2)(C(=O)O)CC1,0,-2,8,0.5,1,-4,-2,-1,6
1,OCC[C@H]1C[C@H](O)[C@@H](O)[C@@]2(OCc3ccccc32)O1,7,1,11,-0.5,0,0,1,0,7
4,CCNc1nc(NC(C)C)nc(N(C#N)C(C)C(=O)N(C)C)n1 (stereo not given),1,0,-8,0.4,-5,4,0,4,2
-7,Cc1ccccc1NCC(=O)N/N=C/c1c(C)c(C(=O)c2ccc(Cl)cc2)n2ccccc12,10,-2,5,0.4,3,1,4,3,7
-6,Cc1nc2c(c3c1[nH]c1ccccc13)C(O)CC(C)(C)C2 (stereo not given),11,-3,8,34*,4,2,-1,-3,5
0,CCOC(=O)[C@]12CCCC=C1N(Cc1ccc3c(c1)OCO3)C(=O)[C@H](CC(=O)NCC13CC4CC(CC(C4)C1)C3)C2,-9,-2,-9,0.3,-1,1,1,-2,0
4,COc1cc(OC)cc(C(=O)NC(=S)Nc2ccc3c4c(cccc24)CC3)c1,-2,1,4,-0.4,6,1,0,-2,13
1,CC(=O)c1ccc(OC(=O)N2CCOCC2)cc1,-6,-2,2,0.3,3,0,-2,-1,6
-1,O=C(Nc1cccc(S(=O)(=O)N2CCCCCC2)c1)C1CCN(C(=O)c2ccc(F)cc2)CC1,-7,-4,-5,0.5,6,6,-3,0,3
-4,CCc1ccc(NC(=O)COC(=O)CCc2nc3cc(S(=O)(=O)N(CC)CC)ccc3n2C)cc1,-4,0,-2,-0.1,-2,3,1,3,1
0,CCOc1ncccc1C(=O)OCC(=O)NCc1ccccc1,9,-1,4,0.3,0,3,-6,-2,4
-8,O=C(CCN1CCOCC1)Nc1ccc(Cl)cc1,1,-1,16,-1.0,-2,0,0,0,3
6,CN(C(=O)c1ccc2c(c1)CCN2S(C)(=O)=O)c1ccccc1,1,-2,11,0.1,-2,-2,-1,0,7
3,O=C(NC1CCCC1)C(c1ccccc1)N(Cc1ccccc1)C(=O)c1csnn1 (stereo not given),9,0,12,0.1,1,-5,0,3,1
1,O=NN(CCCl)C(=O)NCCc1cccc[n+]1[O-],2,2,6,-0.5,0,-3,1,1,-1
-4,Cc1ccc(-c2noc(CCC(=O)Nc3cccc(C(=O)NC4CC4)c3)n2)cc1,-4,-3,0,0.8,4,-4,-1,1,-5
6,Cc1cc(N2CCN(CC(C)(C)O)C[C@H]2C)ccc1N1CCN(Cc2ccccc2)[C@H](C)C1,-1,1,-3,0.2,-9,6,-3,7,-2
1,Cc1ccc(-c2nc3ncccn3c2NC2CCCC2)o1,13,1,4,4.2,-6,1,1,-1,0
-2,CCC(Oc1ccccc1)C(=O)N(C)CC(=O)N(CC(C)C)c1c(N)n(CC(C)C)c(=O)[nH]c1=O (stereo not given),-3,6,8,0.7,-3,0,-1,2,-4
-2,O=C(Nc1nnc(SCc2cccnc2)s1)C1CC(=O)N(c2ccc(F)cc2)C1 (stereo not given),1,6,1,0.0,3,-3,2,-3,-5
-1,Cc1cccc(N2CC(C(=O)OCc3ccc([N+](=O)[O-])cc3)CC2=O)c1 (stereo not given),2,-8,11,-0.8,9,1,6,0,-1
1,C/C=C\C(=O)Nc1cccc(C2=NOC3(C2)C[C@@H](C(N)=O)N(C(=O)CC(c2ccccc2)c2ccccc2)C3)c1 (stereo not given in full),-5,-5,-3,-0.1,7,0,0,-4,6

Outcome played no part in choosing rows (roughly 4.6% active in at least one column).
